# AMA1 RON2 block: qHTS for Inhibitors of AMA1-RON; Towards Development of Antimalarial Drug Lead: Primary Screen; Plasmodium falciparum AMA1 (3D7) - RON2 peptide interaction; AlphaScreen AMA1-biotinylated RON2 peptide binding; Potency, µM (highest dose often 58.2 µM), for inactives: top-dose activity change, negative = inhibition, hits mostly inhibitors; hit rate 0.2% among 360,000;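 note: potency is the fitted concentration of half-maximal effect; 0% = vehicle wells and -100% = peptide control; nearly all actives have a fitted effect of over 45% in size; some results filed as inactive show a strong effect at the top dose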
#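 AMA1 (3D7) with his tag at 25 nM final met compounds first, then biotinylated RON2 peptide at 25 nM; detection used donor plus acceptor beads, 10 µg/mL apiece, read by AlphaScreen after 30 min at room temperature.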
# AmpC detergent: qHTS Inhibitors of AmpC Beta-Lactamase (assay with detergent); P00811; AmpC hydrolysis of nitrocefin, absorbance 480 nm, 0.01% Triton; Potency, µM (titrated, usually from 114 µM), for the others: at the highest dose activity change, negative = inhibition, usual class: inhibitors; hit rate 0.041% among 370,000; AID 485294, 2010;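 note: potency is the fitted concentration of half-maximal effect; 0% = no-compound wells and -100% = no-enzyme wells; nearly all actives have a fitted effect of over 25% in size; some results filed as inactive show a strong effect at the top dose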
# Target sequence (P00811 whole entry, looked up): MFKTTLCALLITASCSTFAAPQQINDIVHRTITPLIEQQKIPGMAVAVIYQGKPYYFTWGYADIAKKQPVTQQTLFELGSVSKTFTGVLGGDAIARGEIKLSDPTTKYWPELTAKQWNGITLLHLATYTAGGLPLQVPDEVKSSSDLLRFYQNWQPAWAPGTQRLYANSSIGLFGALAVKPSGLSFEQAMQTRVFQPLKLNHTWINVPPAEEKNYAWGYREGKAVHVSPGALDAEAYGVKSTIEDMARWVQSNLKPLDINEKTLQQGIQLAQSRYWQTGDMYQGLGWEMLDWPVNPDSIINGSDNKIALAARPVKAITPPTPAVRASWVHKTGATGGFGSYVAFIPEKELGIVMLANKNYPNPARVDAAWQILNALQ
#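 20 mM phosphate pH 7.0 + 0.01% (detergent screen) or 0.0001% Triton X-100; 5.3 nM AmpC reagent; cpd preinc 15 min RT; nitrocefin (800 uM stock) to start; A480 q20 s × 4 min; Activity was normalised to no-enzyme and no-compound control wells.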
# AmpC inh no detg: qHTS Inhibitors of AmpC Beta-Lactamase (assay without detergent). P00811. AmpC nitrocefin hydrolysis, absorbance 480 nm, 0.0001% Triton. Potency, µM (top dose mostly 57.1 µM), for inactives: at the top dose activity change, negative = inhibition, actives largely listed as inhibitors. hit rate 0.52% among 330,000;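 note: potency is the fitted concentration of half-maximal effect; plate controls were no compound for no effect and no enzyme for full effect; nearly all actives have a fitted effect of over 20% in size; some results filed as inactive show a strong effect at the top dose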
#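 AmpC (5.3 nM in the dispensed reagent) in 20 mM phosphate pH 7.0 with 0.01% (detergent screen) or 0.0001% Triton X-100 was preincubated with compounds for 15 min at room temperature. Nitrocefin was then added from an 800 uM solution, and hydrolysis was followed at 480 nm.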
# FBPA Giardia inh: qHTS Assay for Inhibitors of Fructose-1,6-bisphosphate Aldolase from Giardia Lamblia | A8B2U2 | purified Giardia FBPA | Potency, µM (top dose mostly 59.6 µM), without a hit: top-dose activity, negative = inhibition, usual class: inhibitors | hit rate 0.71% among 290,000 | AID 2451, 2010; note: potency is the fitted concentration of half-maximal effect; % is set by controls: 0 for no effect and ±100 for the full control effect; nearly all actives have a fitted effect of over 55% in size
# Target sequence (A8B2U2 whole entry, looked up): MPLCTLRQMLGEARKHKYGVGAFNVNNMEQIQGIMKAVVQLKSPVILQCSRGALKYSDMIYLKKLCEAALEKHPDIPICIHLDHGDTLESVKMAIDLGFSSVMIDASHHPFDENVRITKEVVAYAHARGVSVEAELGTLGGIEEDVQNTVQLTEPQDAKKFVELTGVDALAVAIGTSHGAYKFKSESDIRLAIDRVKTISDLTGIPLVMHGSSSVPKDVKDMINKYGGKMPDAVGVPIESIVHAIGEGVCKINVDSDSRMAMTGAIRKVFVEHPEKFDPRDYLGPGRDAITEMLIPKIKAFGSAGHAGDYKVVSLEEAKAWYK
#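 Giardia FBPA (40 nM reagent) was preincubated 10 min at RT with compound (up to 57.5 uM final), then substrate plus GAPDH/TPI/NAD/arsenate coupling system with diaphorase/resazurin was added; resorufin fluorescence (525/598 nm) was read after 20 min.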
# Cycloheximide cs: Cycloheximide Counterscreen for Small Molecule Inhibitors of Shiga Toxin. cell reporter, cycloheximide protein synthesis inhibition counterscreen. max response, %. hit rate 12% among 300,000; in the data active = max response mostly above about 13%, no sharp cut-off; inactive = mostly below about 14%; note: read at 38.3 µM for the half of the compounds with a filed dose; 0% is about no effect
# HCMV inh: qHTS Assay for inhibitors of the human cytomegalovirus (HCMV); activity change, negative = inhibition, % at 57.5 µM; HFF cells, HCMV-luciferase reporter, 72 h; hits give low values; AID 1259415, 2018; hit rate 4.5% among 410,000; in the data active = activity change below about -60%; inconclusive = no clear call, values can overlap the other calls; inactive = above about -39%; note: % is set by controls: 0 for no effect and ±100 for the full control effect
#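 Steps: HFFs plated, 16 h 37C; compounds added; HCMV-luciferase added to MOI 1 PFU/cell; 72 h 37C; OneGlo reagent, 5 min room temperature; luminescence read, normalized to controls.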
# Shiga toxin inh: A qHTS for Small Molecule Inhibitors of Shiga Toxin. Vero cells, Shiga toxin protein synthesis inhibition reporter. inhibition, % at 38.7 µM. hit rate 9.2% among 290,000; in the data active = inhibition mostly above about 28%, no sharp cut-off; inactive = mostly below about 43%; note: 0% is about no effect
# * marks the source's active call; other numbers are inactive results; u = inconclusive; x = no result given; [ ] = another dose, or the depositor's remark. Unless noted, calls come from the whole dose curve; as a rule, active = well fitted curve in the direction sought with a large enough effect; inconclusive = small, poorly fitted or top-dose-only effect, or another doubt; inactive = no such curve, though single readings can be large; an effect the other way counts as inactive or inconclusive.
SMILES,AMA1 RON2 block,AmpC detergent,AmpC inh no detg,FBPA Giardia inh,Cycloheximide cs,HCMV inh,Shiga toxin inh
O=C(CSc1ccc(-c2ccccc2)nn1)N1CCOCC1,-24%,-13%,-6%,3%,24*,11,19
CCn1c(SCC(=O)N2c3ccccc3Sc3ccccc32)nc2c1c(=O)n(C)c(=O)n2C,4%,-6%,-12%,7%,-4,-9,-8
Cc1cccc(Nc2ncnc3nc[nH]c23)c1C,4%,u,-12%,-15%,6,12,30
O=C(N1CCOCC1)N(CCN1CCOCC1)Cc1cccc(Cl)c1,1%,-6%,x,-5%,-1,-24,24
CCCN1C(=O)/C(=C/c2c(NCCCOCC)nc3c(C)cccn3c2=O)SC1=S,-5%,-4%,-1%,-2%,10,-34,4
O=C(Cc1cccs1)Nc1cccc(-c2nc3cc4ccccc4cc3[nH]2)c1,2%,-2%,-39%,-15%,68*,-88*,120*
Cc1ccc(C(=O)N/C(=C/c2ccc(-c3cccc([N+](=O)[O-])c3)o2)C(=O)NC(C)C)cc1,2%,-9%,-11%,-8%,-2,-23,-21
CCOC(=O)C1CCN(C(=O)CS(=O)Cc2nc(-c3ccc(C)cc3)oc2C)CC1 (stereo unspecified),0%,u,84%[activator],-5%,-2,-15,-7
CCNC(=S)NNC(=O)c1ccoc1C,54%[activator],-2%,-19%,-6%,-3,42,-5
CC(C)(C)c1nc2ccccc2c(=O)n1N1C(=O)c2ccccc2C1=O,7%,-1%,-3%,3%,-2,24,-3
O=C(NCCO)c1cccc(S(=O)(=O)N2CCCCC2)c1,34%,-11%,-17%,22%,12,-2,15
Cc1c(Br)c([N+](=O)[O-])nn1CC(=O)NCc1cccnc1,6%,2%,-6%,1%,-2,-2,-11
Cc1cc(CNC(=O)Cn2cc([N+](=O)[O-])cn2)c2ccccc2n1,-2%,2%,6%,0%,-2,61,-6
CC1(C)Oc2ccc(C(=O)N3CCOCC3)cc2N(CC(=O)N2CCOCC2)C1=O,2%,u,-19%,3%,-5,-5,-15
CC1(C(=O)NC2CCCCC2)CCC(=O)N1Cc1cccs1 (stereo unspecified),-2%,u,-72%,10%,-3,u,-3
O=C(NCc1ccco1)c1ccc(S(=O)(=O)N2CCCCC2)cc1,-4%,-4%,-7%,-2%,-2,8,-2
Cc1cc(C)c(C)c(S(=O)(=O)N2CCC(C(=O)NCC(c3ccccc3)N(C)C)CC2)c1C (stereo unspecified),39%[activator],-3%,216%[activator],-1%,-4,-4,2
O=C(c1ccc(Cl)cc1)c1c[nH]c(C(=O)NNc2ccccc2)c1,-2%,0%,-48%,0%,-7,-19,-20
CC(CNC(=O)CCCn1ncn2c(cc3occc32)c1=O)c1ccccc1 (stereo unspecified),7%,2%,8%,-4%,-2,u,-10
CC(Sc1nnc2c(n1)[nH]c1ccccc12)C(=O)N(C)C1CCCCC1 (stereo unspecified),-4%,-2%,-20%,-27%,-6,-85*,-9
COCCN1CCN(C(=O)C2CCC(=O)N(CCc3ccc(Cl)cc3)C2)CC1 (stereo unspecified),0%,u,3%,2%,0,-37,-9
O=C(Cn1nc2sc3ccccc3n2c(=O)c1=O)c1cccs1,4%,-6%,-13%,2%,-3,73,9
O=C1NC(=O)/C(=C\c2ccc(Oc3cnccn3)cc2)S1,11%,-10%,-28%,4%,16,37,18
Cc1ccc(NC(=O)c2ccc(OCc3c(C)noc3C)cc2)cc1,x,1%,-19%,-1%,5,-8,15
Brc1ccc(OCc2nnnn2-c2ccccc2)cc1,4%,2%,-14%,7%,14,-20,15

# Of the compounds above, these contain a furan ring, fused or not.
SMILES,AMA1 RON2 block,AmpC detergent,AmpC inh no detg,FBPA Giardia inh,Cycloheximide cs,HCMV inh,Shiga toxin inh
Cc1ccc(C(=O)N/C(=C/c2ccc(-c3cccc([N+](=O)[O-])c3)o2)C(=O)NC(C)C)cc1,2%,-9%,-11%,-8%,-2,-23,-21
CCNC(=S)NNC(=O)c1ccoc1C,54%[activator],-2%,-19%,-6%,-3,42,-5
O=C(NCc1ccco1)c1ccc(S(=O)(=O)N2CCCCC2)cc1,-4%,-4%,-7%,-2%,-2,8,-2
CC(CNC(=O)CCCn1ncn2c(cc3occc32)c1=O)c1ccccc1 (stereo unspecified),7%,2%,8%,-4%,-2,u,-10

# New compounds follow.
SMILES,AMA1 RON2 block,AmpC detergent,AmpC inh no detg,FBPA Giardia inh,Cycloheximide cs,HCMV inh,Shiga toxin inh
COc1ccc(OC)c(NC(=O)CN2CCc3ccccc3C2)c1,u,-5%,6%,8%,-10,-21,-8
CCOC(=O)N1CCN(C(=O)C(CC)c2ccccc2)CC1 (stereo unspecified),-2%,-2%,-17%,0%,-5,0,-5
C=CCN1c2ccccc2[C@]23C[C@@H](C(=O)OC)N(C(=O)c4ccco4)C2=NC(C(=O)OC)=C(C(=O)OC)[C@H]13,-5%,-1%,171%[activator],-1%[12.9 µM],-2,16,10
O=C(c1cc2cc(Br)cc(Br)c2oc1=O)N1CCCc2ccccc21,x,u,-1%,3%,-3,x,-9
Cc1cc(N2CCN(c3ccccc3)CC2)n2ncnc2n1,1%,0%,3%,1%,-2,u,25
CCOC(=O)C1=C(C)N(CCO)C(=O)NC1c1cccc(O)c1 (stereo unspecified),-6%,-20%,-14%,7%,-4,-13,-8
O=C(N/N=C/c1ccccc1[N+](=O)[O-])c1cccs1,-4%,-1%,-33%,0%,41*,50,88*
COc1ccc(C(CNC(=O)c2cc(=O)[nH]c3ccccc23)N2CCCC2)cc1 (stereo unspecified),3%,-1%,-20%,0%,3,141,20
O=c1nc2n(c3cccc(Cl)c13)CCCCC2,8%,-7%,-12%,-1%,5,-24,-5
CCCCNC(=O)Cc1coc2ccc3ccccc3c12,-5%,-11%,-21%,x,14,-11,-3
CCn1c(NC(=O)/C=C/c2ccc(F)cc2)nc2ccccc21,95%[activator],u,2%,u,15,u,42
CCCCCOc1ccc(C(=O)CCC(=O)N2CCCC2)cc1,-3%,-2%,106%[activator],8%,22*,-18,51*
CCOC(=O)/C(=C/C1=CC(=C/N(C)C)/C(=O)O1)C(C)=O,-18%,-11%,-2%,3%,-2,29,7
Cc1ccc(-c2nc(CS(=O)(=O)CC(=O)Nc3cc(F)ccc3F)c(C)o2)cc1,-4%,u,0%,5%,-1,3,-4
COC(=O)c1cc(NC(=O)c2cccc(F)c2)cc(C(=O)OC)c1,-5%,-10%,-12%,-1%,-2,38,10
CC(=O)N1c2ccc(S(=O)(=O)NCCC(=O)NC3CCCCCC3)cc2CC1C (stereo unspecified),0%,-5%,-2%,x,-10,-39,24
O=C(CN1CCN(Cc2ccccc2Cl)C1=O)NCC1CCCO1 (stereo unspecified),3%,u,-10%,1%,-3,-6,2
CCS(=O)(=O)c1ccc(O)c(NC(=O)CC2(CC(=O)O)CCCC2)c1,-6%,-5%,-13%,2%,-3,63,19
Cc1c(CCC(=O)O)c(=O)oc2cc3occ(C(C)(C)C)c3cc12,9%,4%,-17%,7%,-5,-37,12
Cc1cc(-c2ccc(S(=O)(=O)N(C)c3ccc(C)c(C)c3)s2)on1,9%,1%,-4%,x,1,-4,2
COc1cccc(OCCCOc2ccc([N+](=O)[O-])cc2Cl)c1,0%,-13%,-22%,0%,16,1,2
O=[N+]([O-])c1cccc(-c2nc3ccc([N+](=O)[O-])cc3[nH]2)c1,6%,4%,-30%,u,12,11,40
Cc1cc(NC(=O)CCc2ccc(S(=O)(=O)N3CCOCC3)cc2)n(-c2ccccc2)n1,-17%,-14%,-6%,7%,2,2,-3
CCOc1ccc(NC(=O)N(C2CCCCC2)C(C)c2cccnc2)cc1 (stereo unspecified),1%,9%,-6%,-16%,19,41,15
CCCCN(C)C(=O)Cn1ncc2c3ccccc3n(CCC)c2c1=O,4%,0%,90%[activator],0%,19,8,-3
# (cont.)
SMILES,AMA1 RON2 block,AmpC detergent,AmpC inh no detg,FBPA Giardia inh,Cycloheximide cs,HCMV inh,Shiga toxin inh
CC1CCC(C(C)C)C(OCC(O)CN2CCCC(C)C2)C1 (stereo unspecified),0%,-13%,12%,-1%,1,u,12
CC(=O)NC(CCS(C)(=O)=O)C(=O)Nc1ccccc1Cl (stereo unspecified),0%,1%,-4%,1%,11,14,-12
Nn1c(SCC(=O)Nc2ccccc2F)nc2ccccc2c1=O,-5%,0%,-23%,1%,-4,-29,3
COCCNC(=O)CSc1ccc(-c2nc3ccccc3[nH]2)cn1,2%,-13%,1%,4%,10,56,5
CCOc1cccc(-c2c(C(=O)N/N=C/c3ccc(C)s3)nnn2-c2nonc2N)c1,34%[activator],-1%,-37%,x,-3,9,10
O=C(CN1CCCC1c1cccs1)Nc1cccc(S(=O)(=O)N2CCCC2)c1 (stereo unspecified),0%,-9%,-30%,x,x,-33,x
Cc1cccc(C(=O)NCC(=O)OCC(=O)NC2CCCCC2)c1,-8%,x,3%,x,x,8,x
Cc1cc([N+](=O)[O-])nn1Cc1c(F)c(F)c(F)c(F)c1F,4%,-8%,-17%,2%,-3,-22,-3
O=C(O)C1CC=CCC1C(=O)NCCc1csc(-c2ccccc2)n1 (stereo unspecified),23%,-10%,-10%,3%,9,52,4
Cc1ccccc1C(=O)N[C@H](C(=O)OCC(=O)c1ccc[nH]1)C(C)C,5%,-9%,-25%,4%,0,u,-3
COC(=O)C1=CN(Cc2ccc(OC)c(OC)c2)C=C(C(=O)OC)C1c1cccc(O)c1,17%,-12%,48%,2%,-2,51,3
COc1cc(OC)c2c(OC)cccc2n1,18%,-14%,-13%,0%,-2,47,-7
O=c1cc(N2CCOCC2)oc2c1ccc1ccccc12,x,x,x,-3%,7,x,-12
O=C(Nc1ncc(Cl)cn1)c1cccs1,0%,-4%,-10%,2%,45*,-1,59*
COc1ccc2c(c1)c(CC(=O)OC(C)C(=O)N(C)C)c(C)n2C(=O)c1ccc(Cl)cc1 (stereo unspecified),-12%,-2%,164%[activator],-5%,-5,-4,-3
CCCN1C(=O)CC(c2ccco2)Sc2ccccc21 (stereo unspecified),-4%,-14%,-16%,2%,8,75,-1
CN(C)C(CNC(=O)CCNC(=O)c1ccc(Br)cc1)c1ccco1 (stereo unspecified),17%,-7%,-14%,x,x,-14,x
O=C(NCC(c1ccco1)N1CCc2ccccc2C1)c1ccc(F)cc1 (stereo unspecified),5%,-10%,-7%,x,x,-7,x
Cc1ccccc1N(Cc1ccccc1F)S(C)(=O)=O,-1%,0%,2%,-11%,0,-10,-9
CCOC(=O)c1cccc(NC(=O)C2(S(=O)(=O)c3ccc(Cl)cc3)CC2)c1,-19%,u,-23%,-3%,-1,-30,-16
O=C(Nc1cc(C(=O)N2CCN(c3ccccc3)CC2)ccc1Cl)c1cccs1,-3%[11.6 µM],x,-1%,x,x,-7,x
